All columns: NCI-60 one-dose screen, growth in % after 48 h at 10 µM unless noted; 100 = growth as untreated, 0 = no growth, -100 = all killed.
IGROV1 – IGROV1 ovarian cancer. actives 4.7% (n = 79,000). AID 1794786
OVCAR-4 – OVCAR-4 ovarian cancer cells | actives 3.7% (n = 80,000) | AID 1794784
OVCAR-8 – OVCAR-8 ovarian cancer. actives 4.4% (n = 81,000)
OVCAR-5 – OVCAR-5 ovarian cancer. actives 2.9% (n = 82,000)
OVCAR-3 – OVCAR-3 ovarian cancer | actives 7% (n = 79,000) | AID 1794787
DU-145 – DU-145 prostate cancer; actives 4.2% (n = 81,000); AID 1794760
SK-OV-3 – SK-OV-3 ovarian cancer cells; AID 1794785; actives 3.2% (n = 80,000)
NCI/ADR-RES – NCI/ADR-RES ovarian cells. actives 4.4% (n = 81,000)
An asterisk follows results filed as active; nt = no result given; & = joins results of further samples; ! = repeats disagree. The calls were made as follows: active = growth percent below 10; inactive = the rest.

Results follow in this order: IGROV1	OVCAR-4	OVCAR-8	OVCAR-5	OVCAR-3	DU-145	SK-OV-3	NCI/ADR-RES
- CC1=C(C)C[C@]2(Cc3ccccc3C2=O)S(=O)C1 (stereo partly drawn)
    87	69	76	97	50	107	92	99
- O=c1c2ccccc2nc(CN2CCCCC2)n1/N=C/c1ccc(Cl)cc1
    98	103	99	100	112	109	105	100
- O=Cc1cc2ccccc2c2ccccc12
    112	109	105	103	110	109	82	102
- CCOC(=O)C1=C(C)NC(C)=C(C(=O)OCC)C1
    112&100	90&101	97&121	92&104	114&102	110&109	112&105	105&114
- CCCC(NC(=O)OCc1ccccc1)C(=O)O (stereo not drawn)
    nt	106	93	95	106	107	119	60
- Cc1ccc(S(=O)(=O)NCCCNc2nccc(-c3c(-c4cccc(F)c4)nc4occn34)n2)cc1
    48	73	65	96	90	74	68	85
- O=C(NCc1ccncc1)C1(c2ccccc2)CCCCC1
    117	106	132	98	123	97	113	105
- Cc1ccc2c(c1)c(=O)n(-c1ccccc1)c1nncn21
    nt	95	102	105	108	111	118	96
- O=C(CN1CCN(Cc2ccccc2)CC1)N1c2cccc3cccc(c23)N(C(=O)CN2CCN(Cc3ccccc3)CC2)C1c1cn(-c2ccccc2)nc1-c1cccc([N+](=O)[O-])c1
    92	75	95	99	99	112	92	94
- COc1cc(C2CC(=O)Nc3c2c(C)nn3-c2ccc(Cl)nn2)cc(OC)c1O (stereo not drawn)
    102	94	99	93	103	108	121	100
- C=CC[N+](C)(C)CCn1c2ccccc2c2nc3cc(C)c(C)cc3nc21
    43	95	98	111	96	105	97	108
- C[C@H]1[C@H](C)CC[C@]2(C(=O)O)CC[C@]3(C)C(=CC[C@@H]4[C@@]5(C)C/C(=C/c6ccncc6)C(=O)C(C)(C)[C@@H]5CC[C@]43C)[C@H]12
    87	61	62	104	70	75	81	84
- COC(=O)C(=O)c1cc2ccccc2n1S(=O)(=O)c1ccccc1
    102	107	107	nt	116	121	106	100
- S=C1Nc2ccccc2CS1
    105&115	100	101&100	107&128	105&114	108&123	104&104	109&101
- CN1CCN(C(=O)Cn2c(-c3ccc(Cl)cc3)csc2=N)CC1
    93	90	97	96	101	99	92	98
- CCOC(=O)CSC(=S)SCC(=O)OCC
    117	97	93	107	122	107	98	106
- CC(C)(C)c1nc(-c2ccc(O)c(O)c2)cs1
    44	76	61	91	61	66	91	36
- COc1ccc(C2=Nn3c(N=Nc4c(O)[nH]c5ccc(Cl)cc45)nnc3SC2)cc1
    118	101	104	104	116	110	102	106
- COc1ccc(CCNC(=O)/C=C\C(=O)O)cc1OC
    102	107	103	114	109	104	107	106
- Cc1cc(O)c(=O)cc2c1C[C@H]1CC(C)(C)/C=C/C[C@]3(C)Oc4cc(=O)c(O)cc(C)c4C[C@H]3C[C@H](O)[C@@]1(C)O2
    6.7*!	9.7*	3.0*	27&19	14&16	16&22	-14*	1.4*

Only OVCAR-4, IGROV1 and SK-OV-3, for some of the entries so far:
molecule	OVCAR-4	IGROV1	SK-OV-3
CCOC(=O)CSC(=S)SCC(=O)OCC	97	117	98
CC(C)(C)c1nc(-c2ccc(O)c(O)c2)cs1	76	44	91
COc1ccc(C2=Nn3c(N=Nc4c(O)[nH]c5ccc(Cl)cc45)nnc3SC2)cc1	101	118	102

Further entries:
Results follow in this order: IGROV1	OVCAR-4	OVCAR-8	OVCAR-5	OVCAR-3	DU-145	SK-OV-3	NCI/ADR-RES
- Cc1cc(CN(Nc2ccccc2)c2ccccc2)cc(C)n1
    101	82	nt	86	97	99	103	95
- Cc1[nH]c(C(=O)Nc2ccccc2OCc2cccc(C(=O)NCCN)c2)cc1Cl
    94	102	85	97	109	37	101	99
- O=C(CCCCCC1CCCCC1)OCc1ccccc1
    106	114	99	109	106	105	107	94
- Fc1ccc(NC(=S)c2ccccc2)cc1
    106	100	102	95	nt	106	117	108
- CNC(=O)c1nc(Nc2ccc(NC(=O)Nc3ccc(Cl)cc3)cc2)c2ccccc2n1
    89	110	98	109	106	111	96	101
- Cn1cc(-c2nnc(N)nc2-c2c[nH]c3ccccc23)c2cc(Br)cnc21
    36	46	62	94	65	77	61	-5.9*
- CCC(C)Oc1nc2c(c(=O)n(C)c(=O)n2C)n1C (stereo not drawn)
    140	109	93	114	nt	130	106	103
- CCCCN(CCCC)CC(=O)Nc1ccc(C(=O)OCC(C)C)cc1
    103	102	91	99	108	105	87	103
- NS(=O)(=O)c1ccc(CN=C2NC(=O)/C(=C/c3ccc(Br)cc3)S2)cc1
    96	80	92	94	71	98	nt	92
- COc1ccc(C(=O)NC(=O)Nc2ccc3c(c2)NC(=O)/C3=C\c2[nH]c(C)c(C(=O)NCCN3CCCC3)c2C)c(F)c1
    95	108	73	115	105	101	114	91
- CCCCCCCCCCCCCCCCCCNC(=S)NC=C(C(N)=O)C(N)=O
    93	109	99	107	104	109	99	99
- COc1cc(Nc2nc(C3CC3)cs2)cc(OC)c1OC
    100	104	100	105	111	101	101	98
- CC(=O)c1ccc(NC(=O)CSc2nc3ccc([N+](=O)[O-])cc3[nH]2)cc1
    106	88	98	102	95	102	95	100
- O=C1OC(=O)c2c1cc1ccccc1c2-c1ccccc1
    nt	116	105	96	113	106	98	99
- O=C(NCCc1c[nH]c2ccccc12)c1ccc(NS(=O)(=O)c2ccc3c(c2)OCCCO3)cc1
    90	82	94	92	91	110	99	89
- Nc1nn(C(=O)c2ccc(C(F)(F)F)nc2)cc1-c1ccc(Cl)cc1
    86	101	99	86	92	102	101	90
- O=C1c2ccccc2C(=Cc2cccnc2)c2ccccc21
    nt	88	100	120	96	105	109	103
- Cn1c(=O)c2[nH]c(CCCCCCCc3nc4c([nH]3)c(=O)n(C)c(=O)n4C)nc2n(C)c1=O
    84	78	95	99	nt	103	96	96
- CC(C)C[C@H](NC(=O)Cn1ccccc1=O)B(O)O
    106	106	101	93	73	104	98	108
- O=S(=O)(O)c1ccc(O)c2ncccc12
    116	116	104	92	105	107	101	103
- CN1CCC2(CC1)N=C(SCC(=O)Nc1cnc3ccccc3c1)C(c1ccc(Br)cc1)=N2
    16	66	20	68	35	22	55	30
- O=C1CCC(=O)N1N1C(=O)CCC1=O
    94&123	113&108	117&113	110&106	119&129	117&116	102&108	105&109
- CCOC(=O)C(Nc1ccccc1)c1ccc(N(CC)CC)cc1 (stereo not drawn)
    112	114	102	101	121	108	106	99
- CCCS(=O)(=O)Oc1ccc(C(=O)CC2(O)C(=O)Nc3ccccc32)cc1 (stereo not drawn)
    85	102	96	101	nt	107	101	103
- O=C(Cn1nncc1CN1C(=O)CSC1=O)Nc1ccc(F)c(Cl)c1
    104	101	97	102	105	110	91	97
- Cc1nnc(NCc2cc(Cl)cc(Cl)c2O)nc1C
    109	96	95	112	110	108	104	100
- O=c1[nH]c(=S)[nH]cc1Oc1ccc(Br)cc1Br
    99	nt	98	116	118	112	102	111
- CN(C)c1nc2sc3cc(Cl)c(Cl)cc3n2c(=O)c1C#N
    nt	90	111	119	116	123	89	112
- CCCc1nc2c(c(=O)n(C)c(=O)n2C)n1C
    98	90	101	101	114	114	96	104
- Cc1ccc(Oc2nc3sc4cccc(Cl)c4n3c(=N)c2C#N)cc1
    107	nt	101	113	110	110	nt	101
- Cc1cc2c(=O)cc(-c3ccccc3)oc2c(C(=O)O)c1C
    103	97	110	111	110	118	101	103
- CN1C(=O)C(N=Nc2ccc([N+](=O)[O-])cc2)SC1=S (stereo not drawn)
    72&57	77&66	72&71	51&56	63&59	89&91	69&67	15&46
- CN(C)CCC1(c2ccccc2)C=Cc2ccccc21 (stereo not drawn)
    96	111	100	78	111	108	106	86
- Clc1cccc(Cn2cc(CSc3nc4ccccc4o3)nn2)c1
    85	98	97	96	99	104	92	106
- Cc1nc(-c2cccs2)ccc1NC(=O)Nc1ccc(Cl)cc1
    111	93	101	103	92	101	96	104
- CC(=O)N1N=C(c2ccccc2)CC1c1cn(Cc2ccc(Cl)cc2)c2ccccc12 (stereo not drawn)
    80	81	83	83	84	97	86	89
- CCCCOc1nc2cc(Cl)ccc2cc1/C=C/c1cc(/C=C/c2cc3ccc(Cl)cc3nc2OCCCC)[nH]n1
    93	107	104	96	107	113	88	102
- O=S(=O)(Nc1ncccn1)c1ccc(-n2c(-c3cccs3)nc(-c3ccccc3)c2-c2ccccc2)cc1
    101	94	98	97	96	106	105	94
- CCCCOC(=O)c1ccccc1C(=O)OC(C)C(=O)OCCCC (stereo not drawn)
    111	105	107	109	113	107	102	99
- COc1ccc(/C=C\C(=O)c2ccccc2O)cc1
    109	90	97	113	98	93	99	104
- Cc1cccc(NC(=O)Nc2ccc(Nc3ncnc4[nH]c(C)c(C)c34)cc2F)c1
    99	97	103	117	114	104	97	98
- O=[N+]([O-])/C(=C/c1ccccc1)c1ccccc1
    104	99	105	103	109	106	100	106
- C=C1CC2(OC1=O)C(=O)Nc1ccccc12 (stereo not drawn)
    63	37	89	66	6.8*	43	115	67
- O=[N+]([O-])c1cccnc1C1OCCO1
    113	105	99	109	114	117	92	107
- O=C1C=C(C(O)c2cccc3c2OCO3)C(=O)c2ccccc21 (stereo not drawn)
    134	100	116	112	105	115	100	102
- COc1cccc(-c2nc3occn3c2-c2ccnc(NCCCNS(=O)(=O)c3ccc(C(F)(F)F)cc3)n2)c1
    91	76	87	128	100	89	82	89
- CN(CCn1ccnc1[N+](=O)[O-])c1ccc(/C=C/C(=O)c2ccccc2O)cc1
    88	72	69	104	95	64	70	63
- CC(C)=CC/C=C(/C)[C@H]1CC[C@]2(C)[C@@H]1CC[C@@H]1[C@@]3(C)C/C(=C/c4cccnc4)C(=O)C(C)(C)[C@@H]3CC[C@]12C
    112	94	98	101	112	106	109	98
- COc1cc(-n2nnc3c4nc(-c5ccc(Cl)cc5)oc(=O)c4c(C)nc32)cc(OC)c1OC
    107	108	108	106	113	109	113	115
- c1cc(C2OCCO2)cs1
    115	116	100	90	121	110	110	104
- CC(=O)Nc1ccc(Sc2ccc([N+](=O)[O-])o2)cc1
    42	24	-1.5*	95	-8.5*	35	120	16
- Cc1ccc(/C=C2\CCOC2=O)cc1
    92	97	66	106	nt	112	101	103
- O=C(O)CN(CC(=O)O)CC(O)CN(CC(=O)O)CC(=O)O
    102	102	97	101	99	100	98	106
- CN(C)CCCNC(=O)c1cc(NC(=O)c2cc(NC(=O)c3ccc(/C=C/c4ccccc4)cc3)cn2C)cn1C
    78	58	36	105	52	57	89	92
- O=S(=O)(Nc1ccc2ccccc2n1)c1cc(Cl)ccc1Cl
    106	97	100	113	106	99	102	103
- CNC(=O)c1cc(Oc2ccc3nc(NC(=O)c4ccc(C)c(C(F)(F)F)c4)sc3c2)ccn1
    86	56	71	96	80	77	90	90
- CC(O)(c1ccccc1)C(C(c1ccccc1)N1CCOCC1)N1CCOCC1 (stereo not drawn)
    101	103	103	113	108	114	95	103
- Nc1nc(SCc2ccccc2[N+](=O)[O-])c2ncn(Cc3ccccc3)c2n1
    111	91	89	90	101	108	97	85
- COC(=O)c1oc2c(C(=O)/C=C/c3ccc(OC)cc3)c(OCCCN3CCCCC3)ccc2c1C
    9.1*	14	-23*	23	26	15	28	0.9*
- CC(=O)N1C(=O)/C(=N\N=C\c2cccs2)c2cc(F)ccc21
    99	102	102	102	107	107	88	99

Next records follow.
Results follow in this order: IGROV1	OVCAR-4	OVCAR-8	OVCAR-5	OVCAR-3	DU-145	SK-OV-3	NCI/ADR-RES
- CCCCCOc1ccc(C(=O)/C(Br)=C/C(=O)O)cc1
    86	105	114	108	100	106	109	95
- N#C/C(=C\c1ccc(-c2ccc(Br)cc2)o1)c1nc(-c2ccco2)cs1
    61	-6.5*	100	63	106	101	91	100
- Cc1ccc2c(Cn3nnc(N)c3C#N)cc(=O)oc2c1
    99	107	94	112	102	104	99	102
- COc1ccc(C(=O)n2nc(-c3ccncc3)nc2N)cc1
    96	99	95	89	98	101	119	96
- CCCCC(CC)CN(CC)CC (stereo not drawn)
    100	115	106	104	121	122	107	106
- O=C(NS(=O)(=O)c1ccc(Cl)cc1)n1cc(-c2ccncc2)c(-c2ccc(Cl)c(O)c2)n1
    65	103	77	96	106	100	78	81
- Nc1ncnc(N)c1NC(=O)c1ccccc1
    144	107	97	115	112	108	120	105
- NC(=O)c1n[nH]c(=S)[nH]c1=O
    108	108	124	103	116	116	126	98
- COc1ccc(/C=C/C(=O)c2cccc(OCCCOc3cccc(C(=O)/C=C/c4ccc(OC)c(OC)c4)c3)c2)cc1OC
    74	42	60	92	72	71	100	61
- O=C(Nc1ccc(Cl)c(Cl)c1)Nc1nnc2ccc(N3CCOCC3)nn12
    97	90	91	91	102	103	95	100
- O=C1NC(=O)C2C3C(C(O)(c4ccccc4)c4ccccn4)=CC(/C3=C(\c3ccccc3)c3ccccn3)C12 (stereo not drawn)
    117	113	101	102	122	114	99	105

In the list so far, these contain bromine.
Results follow in this order: IGROV1	OVCAR-4	OVCAR-8	OVCAR-5	OVCAR-3	DU-145	SK-OV-3	NCI/ADR-RES
- Cn1cc(-c2nnc(N)nc2-c2c[nH]c3ccccc23)c2cc(Br)cnc21
    36	46	62	94	65	77	61	-5.9*
- NS(=O)(=O)c1ccc(CN=C2NC(=O)/C(=C/c3ccc(Br)cc3)S2)cc1
    96	80	92	94	71	98	nt	92
- CN1CCC2(CC1)N=C(SCC(=O)Nc1cnc3ccccc3c1)C(c1ccc(Br)cc1)=N2
    16	66	20	68	35	22	55	30
- O=c1[nH]c(=S)[nH]cc1Oc1ccc(Br)cc1Br
    99	nt	98	116	118	112	102	111
- CCCCCOc1ccc(C(=O)/C(Br)=C/C(=O)O)cc1
    86	105	114	108	100	106	109	95
- N#C/C(=C\c1ccc(-c2ccc(Br)cc2)o1)c1nc(-c2ccco2)cs1
    61	-6.5*	100	63	106	101	91	100

Compound activity: PubChem BioAssay, NCI
